# Source: PubChem BioAssay
# PglD inh – C. jejuni PglD acetyltransferase inhibitors, primary screen, biochemical, DTNB colorimetric, single point. UDP-N-acetylbacillosamine N-acetyltransferase PglD (Campylobacter jejuni). inhibition, % at 12.5 µM. hit rate 0.098% among 360,000. AID 602405, 2012. purified PglD enzyme, DTNB colorimetric CoA detection; in the data active = inhibition above about 16%, passing the limit was not always enough; note: strong numbers were not always called active
# CFTR F508del cor – F508del CFTR correction, initial screen, CFBE line, single point | CFBE cells, YFP halide quenching; stimulated with forskolin plus potentiator P3; % fluorescence drop versus neutral controls | activity (quench increase), % at 7.58 µM | hit rate 0.36% among 350,000 | AID 720511, 2013;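 active = mean added fluorescence quench of at least 8% versus neutral control, with both replicates also reaching 8%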;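 note: cells transiently co-express mutant CFTR-F508del with the halide-sensitive YFP; corrector assay measuring rescue of mutant channel to the surface after 24 h compound exposure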
# FN deposition inh – inhibitors of fibronectin matrix deposition, primary screen, AH1F cells, Alexa488-fibronectin fluorescence, plate reader. AH1F fibroblasts, overnight. inhibition, % at 12.6 µM. hit rate 0.086% among 350,000. AID 743247, 2014;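 active = mean inhibition across replicates of 30% or more, regardless of how many single replicates reach that level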;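 note: positive control wells lacked labelled fibronectin entirely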
#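 Material: AH1F fibroblast monolayer depositing Alexa488-labelled fibronectin into matrix / Amount: 10000 AH1F cells per well / Signal: fluorescence 485/525 nm / Medium: DMEM, 2% serum / Compound: single dose, pinned / Incubation: 1 h cell adhesion before compound, then overnight fibronectin incubation / Reagent: Alexa488-FN, 24 nM final / Read-out: inhibition of fibronectin deposition signal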
# GSIS activator – GLuc luminescence reporter in INS-1E cells, primary screen for activators of glucose-dependent secretion of insulin; INS-1E GLuc reporter insulin secretion, 2-3 h; activation, % at 16.6 µM; hit rate 0.61% among 370,000;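 active = lowest replicate activation of at least 40%, so every replicate reaches that level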;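 note: 0% = median of neutral control wells and 100% = median of IBMX positive control wells; some compounds called inactive have numbers as strong as hits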
# PGC1a acetyl inh – inhibitors of PGC1a acetylation signal, primary screen, cell-based, U2OS, AlphaScreen, inhibitor mode; AlphaScreen anti-acetyl-lysine; with virally co-expressed GCN5 acetyltransferase; inhibition, % at 15.6 µM; hit rate 0.17% among 350,000; AID 651687, 2012;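 active = every replicate shows inhibition of at least 40%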;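 note: 0% = neutral control wells and 100% = positive control wells; some results beyond the cut were filed as inactive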
# miR122 inh – miR-122 Renilla sensor signal increase in Huh7, primary screen, miR-122 inhibitor project, cell-based, single point, plate reader. hit rate 0.3% among 340,000. Huh7 miR-122 Renilla luciferase sensor, 48 h; neutral wells = 0, positive control = 100. activation (reporter increase), % at 12.5 µM. AID 602342, 2012;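 active = mean replicate activation score at least 90 and every replicate individually at or above 90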;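 note: higher luciferase means less miR-122 activity so hits act as miR-122 inhibitors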
# Cneo AK release – Cryptococcus neoformans cell lysis inducers, primary screen, AK release luminescence, single concentration | hit rate 0.2% among 360,000 | C. neoformans lysis, adenylate kinase release luminescence, 4 h; normalised: neutral wells 0, clomiphene wells 100 | lysis activity, % at 15 µM;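 active = mean lysis activity across replicates of at least 80%, whatever share of replicates individually reach that level; inactive = mean lysis activity below 80%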
#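 Material – Cryptococcus neoformans yeast cells · Quantity – 5 × 10^6 yeast cells/mL · Buffer or medium – YPD medium · Compound – single dose · Timing – 4 h static compound exposure, 37 °C, read 1 h post-reagent · Signal – adenylate kinase release luminescence · Read-out basis – lysis from increased AK signal · Benchmarks – Clomiphene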
# Statin myotox sup – suppressors of statin myotoxicity in C2C12 myotubes, primary screen, cell-based, single point, plate reader | C2C12 myotubes + simvastatin, ATP luminescence, 48 h; scaled: DMSO 0, geranylgeraniol control 100 | rescue of ATP level, % at 7.49 µM | hit rate 0.78% among 330,000;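 active = mean ATP rescue above about 67%, or every replicate alone reaching that limit, limit read from the data, passing the limit was not always enough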;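 note: myotubes were challenged with 10 µM simvastatin during compound exposure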
# Starred values were filed as active, the others as inactive; / = no result given; [ ] = remark or other dose.
SMILES,PglD inh,CFTR F508del cor,FN deposition inh,GSIS activator,PGC1a acetyl inh,miR122 inh,Cneo AK release,Statin myotox sup
CN(C)CC(=O)N1CCCCN2[C@@H](CO)[C@@H](c3ccc(-c4ccccc4)cc3)[C@@H]2C1,-7,-0.5,/,-7,2,-8[16.7 µM],3,-28
O=C(NCCO)c1cccc(-c2cnc3c(Nc4cccc(OC(F)(F)C(F)F)c4)nccn23)c1,5,5.1,-7,-13,/,2,-2,-2
Cn1c(=O)c2cc(NCc3ccccc3)nnc2n(C)c1=O,-1,/,/,/,0,-4,-4,6
Cc1cc(C)n2nc(SCC(=O)c3cc(C)n(CC4CCCO4)c3C)nc2n1 (stereo unspecified),0,-0.4,-2,9,-2,-1,1,-7
C[C@H]1CN([C@@H](C)CO)S(=O)(=O)c2ccc(C#CC3CC3)cc2O[C@H]1CN(C)Cc1cncnc1,/,1.9,/,1,-9,-4[16.7 µM],/,-2
C[C@H](CO)N1C[C@H](C)[C@@H](CN(C)Cc2ccncc2)Oc2cc(-c3ccncc3)ccc2S1(=O)=O,/,-2.2,-12,-8,8,5[16.7 µM],/,-193
C[C@@H]1CN([C@@H](C)CO)C(=O)c2cc(-c3ccccc3F)cnc2O[C@H]1CN(C)C(=O)C1CCCCC1,2,0.2,/,-6,5,-1[16.7 µM],-1,-4
CCCCOCCCN1CC(=O)N2C(C)c3[nH]c4ccccc4c3C[C@H]2C1=O (stereo partly specified),-1,1.1,4,-17,-9,/,0,-6
Cc1ccc(NC(=O)CSc2n[nH]c(-c3cccnc3)n2)c(Br)c1,-2,1.3,9,17,2,-3,2,6
CC(C)NC(=O)Nc1ccc2c(c1)C(=O)N([C@@H](C)CO)C[C@H](C)[C@H](CN(C)C(=O)Cc1ccccc1)OCCCC[C@@H](C)O2,-2,-1.2,-11,-7,-2,9[16.7 µM],1,/
C[C@H](CO)N1C[C@H](C)[C@@H](CN(C)C)Oc2cc(C#CCC3CCCC3)ccc2S1(=O)=O,-1,-3.2,-9,-27,-24,-2[16.7 µM],6,-21
COc1cccc(CNC(=O)CNS(=O)(=O)c2ccc(Br)s2)c1,1,-1.3,-2,6,5,1,0,14
CC1CN(C(=O)CCC(=O)N2CCCCC2)c2cc(Cl)ccc2O1 (stereo unspecified),2,3.1,16,-3,-16,7,-1,7
COc1cccc(S(=O)(=O)N[C@H]2CC[C@H](CCNC(=O)Nc3cc(F)ccc3F)O[C@H]2CO)c1,2,0.3,-2,-11,-1,/,1,2
Nc1nnc(SCc2coc(-c3ccc(Cl)cc3)n2)s1,-5,/,/,/,0,-4,2,/
COc1ccccc1CCNC(=O)C1CCC(=O)N(C2CCCCCC2)C1 (stereo unspecified),1,0.7,/,-8,0,7,1,14
C[C@@H]1CN([C@@H](C)CO)S(=O)(=O)c2ccc(-c3ccncc3)cc2O[C@@H]1CN(C)C(=O)C1CCCCC1,/,1.6,/,2,15,-6[16.7 µM],/,-8
CC(=O)c1ccc(NC(=O)CSC2=NS(=O)(=O)c3cc(Cl)ccc3N2)cc1,5,2.2,3,-17,/,3,2,13
Cc1cc2oc3c(c(=O)c2cc1C)C(c1ccc(C(C)C)cc1)N(CCCN1CCOCC1)C3=O (stereo unspecified),-2,-2.1,7,-6,/,/,-1,-3
CCc1ccccc1NC(=O)CNC(=O)c1cc(C2CC2)nc2c1cnn2C(C)C,6,3.6,0,-34,-5,-7,-1,6
Nc1ccccc1C(=O)NC1CCCCNC1=O (stereo unspecified),9,0.0,3,/,1,-6,0,/
CCc1ccc(NC(=O)C(C)OC(=O)/C=C/c2ccc(O)c(OC)c2)cc1 (stereo unspecified),2,-0.8,3,-15,/,1,2,0
CC(=O)c1cccc(NC(=O)c2ccccc2N(C)S(=O)(=O)c2ccc(C)cc2)c1,-1,-1.5,14,1,-8,23,0,7
O=C(CCn1c(=O)oc2cc(Cl)ccc21)Nc1ccc(N2CCOCC2)cc1,2,1.7,9,6,-16,-2,1,21
CC(=O)C1=C(C)Nc2ncnn2C1c1ccccc1Cl (stereo unspecified),0,1.7,/,1,-13,-1,-1,-15
CC(Oc1ccc(Br)cc1)C(=O)NC1CCCCCC1 (stereo unspecified),2,-2.7,0,12,-2,-4,-1,-18
O=C(CN1C(=O)COc2ccccc21)N(CCCN1CCOCC1)CC1CC=CCC1 (stereo unspecified),-1,-1.2,/,0,4,-1,13,/
O=C(C1CCCC1)N1CCCCN2[C@@H](CO)[C@@H](c3ccc(-c4ccncc4)cc3)[C@@H]2C1,6,-2.6,/,/,-6,-25[16.7 µM],0,/
COc1ccc(S(=O)(=O)Nc2cccc3c2O[C@@H](CN(C)C(=O)NC2CCCCC2)[C@@H](C)CN([C@H](C)CO)C3=O)cc1,-7,-4.3,-13,9,7,22[16.7 µM],-10,-34
Cc1ccc(S(=O)(=O)N(C)C[C@H]2Oc3ccc(NS(=O)(=O)c4ccc(F)cc4)cc3C(=O)N([C@@H](C)CO)C[C@H]2C)cc1,0,-0.4,/,-17,-2,21[16.7 µM],2,1
O=C(C[C@@H]1CC[C@@H]2[C@H](COC[C@H](O)CN2C(=O)c2ccccc2)O1)NCCCN1CCOCC1,-4,-0.6,-13,5,-3,-2[16.7 µM],0,7
Cc1cc(=O)oc2cc(OC(C)C(=O)NCCCN3CCCC3=O)c(Cl)cc12 (stereo unspecified),0,0.7,14,5,-8,-2,1,-8
O=C(Nc1ccccc1F)N[C@@H]1CC[C@H](CC(=O)N2CCCCC2)O[C@@H]1CO,-1,-0.8,4,2,2,/,76,3
NC(=O)c1snnc1-c1ccccc1,8,1.8,3,/,3,-4,-4,1
Cc1ccc(S(=O)(=O)N=C2SCCCS2)cc1,13,/,/,/,-26,4,3,9
O=C1NCCN1Cc1cccc(Cl)c1,-5,/,-5,19,0,-6,4,-6
COc1ccc(C2C3=C(NCCN=C3c3ccccc3)C(=O)N2c2ccccc2)c(OC)c1 (stereo unspecified),-5,-3.3,8,1,/,-1,-2,-13
COCCNC(=O)C[C@@H]1C[C@H]2c3cc(NC(=O)Nc4ccc(F)cc4)ccc3O[C@H]2[C@@H](CO)O1,-1,-0.8,-19,6,5,-2[16.7 µM],-1,-3
CC12CCC(C(=O)NCCCN3CCOCC3)(OC1=O)C2(C)C (stereo unspecified),8,/,-3,/,1,0,1,1
COC(C(=O)Nc1ccc(F)cc1)c1ccccc1 (stereo unspecified),-1,/,-3,/,-8,-3,-3,6
Cc1ccc2cc(/C=N/Nc3ccc(C(=O)O)cc3)c(Cl)nc2c1,/,-6.8,2,37,4,5,/,14
O=C(Nc1ccnc(-c2cccnc2)n1)c1cccc(Cl)c1Cl,5,/,/,/,/,26,0,-8
CC(=O)N1CCc2cc(S(=O)(=O)CCC(=O)N3CCN(c4ccccc4F)CC3)ccc21,11,0.4,-1,-6,/,4,1,-9
Cc1ccc(OC(=O)c2ccccc2C(=O)OCC(F)(F)C(F)F)cc1,-3,/,/,/,-2,1,1,8
COC(=O)[C@H]1[C@H](CO)[C@H]2Cn3c(ccc(-c4ccccc4)c3=O)[C@H]2N1Cc1ccccn1,10,/,/,-1,/,/,-2,16
O=C(O)c1cccnc1SC1CC(=O)N(CCc2ccccc2)C1=O (stereo unspecified),4,-3.4,/,0,-18,1,-2,-3
CCCCn1c(=O)n(C)c(=O)c2c(C(F)(F)F)cc(-c3ccncc3)nc21,-7,/,-55,/,-9,-3,0,-10
CCN(CC)S(=O)(=O)c1ccc(NC(=O)C2CC(=O)N(c3ccc4c(c3)OCCO4)C2)cc1 (stereo unspecified),-2,15*,1,-25,/,/,0,6
Cc1ccccc1OCC(=O)Nc1ccc(S(=O)(=O)N2CCOCC2)cc1,-5,-0.8,-3,-8,-7,3,-2,5
C[C@H]1CCCCO[C@@H](CN(C)S(=O)(=O)c2cn(C)cn2)[C@@H](C)CN([C@@H](C)CO)C(=O)c2cc(NC(=O)Nc3ccccc3)ccc2O1,2,0.4,0,10,10,11[16.7 µM],-3,/
COc1cc(C2C(C#N)=C(N)Oc3cc(O)ccc32)cc(OC)c1OC (stereo unspecified),-2,/,-2,/,22,3,0,-114
CCOc1ccc(/C=N/NC(=O)C(OC)c2ccccc2)cc1 (stereo unspecified),-1,-0.7,-12,1,13,0,-6,5
Cc1sc2ncn3cnnc3c2c1C,1,/,/,/,16,-5,-1,3
O=C(NNc1cccc(Cl)n1)Nc1ccc(Cl)cc1,-5,/,6,/,7,32,12,2
CC(=O)NCCc1nc2ccccc2n1CCOc1ccccc1C,0,-2.0,-2,2,2,/,1,/
CCCC(=O)N1CCC1(C)C(=O)Nc1ccc2c(c1)CCN2C(C)=O (stereo unspecified),5,-4.5,3,/,0,-2,0,2
Cc1cccc(NC(=O)CN2CCN(C(=O)c3oc4c(Cl)cccc4c3C)CC2)c1C,/,-4.0,9,/,5,-10,1,-5
C[C@@H]1CN([C@H](C)CO)S(=O)(=O)c2ccc(C#Cc3cccnc3)cc2O[C@H]1CN(C)C,-1,0.9,2,13,5,-6[16.7 µM],-1,-3
CCOC(=O)NCc1ccc(S(=O)(=O)Nc2ccccc2C)cc1,1,/,-4,/,12,18,0,2
CCOC(=O)c1nn(-c2ccccc2)c(=O)cc1OCC(=O)Nc1cc(C)ccc1OC,-1,-1.3,5,30,/,-16,-1,1
COCCOc1ccc(C(F)(F)F)cc1NC(=O)COC(=O)c1cc([N+](=O)[O-])ccc1N1CCOCC1,-2,2.6,18,-47,/,/,2,2
COc1cc(OC)cc(C(=O)NCC(=O)OC2CCCCC2=O)c1 (stereo unspecified),-4,1.6,4,14,9,-13,0,-20
CCC(=O)N1CC2(CCN(C(=O)Nc3c(C)noc3C)CC2)c2c([nH]c3cc(OC)ccc23)[C@H]1CO,/,0.1,-5,-3,-4,/,/,/
